High-throughput results: PubChem BioAssay, several laboratories
Rad51 HR inh – Rad51 (human) homologous recombination inhibition. AID 1385. hRad51 DNA strand exchange, fluorescence dequenching. 200,000 compounds, 0.085% hits. Q06609. inhibition, % at 10 µM;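 active = inhibition above 40% at the single screening dose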;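 note: 0% = DMSO control wells and 100% = blanks with heterologous ssDNA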
Target sequence (Q06609 whole entry, looked up): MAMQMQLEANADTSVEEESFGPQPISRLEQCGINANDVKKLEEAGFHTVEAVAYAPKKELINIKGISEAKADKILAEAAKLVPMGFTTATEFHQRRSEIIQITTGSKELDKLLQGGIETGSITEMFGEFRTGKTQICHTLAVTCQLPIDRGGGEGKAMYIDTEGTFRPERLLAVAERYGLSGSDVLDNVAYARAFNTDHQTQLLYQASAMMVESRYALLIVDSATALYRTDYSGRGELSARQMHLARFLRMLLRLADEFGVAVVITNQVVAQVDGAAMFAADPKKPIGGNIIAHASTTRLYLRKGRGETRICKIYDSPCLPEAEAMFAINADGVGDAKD
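System: human Rad51 nucleoprotein filaments preassembled on unlabelled ssDNA. Reagent: labelled 47-mer dsDNA for strand exchange. Schedule: 30-min compound preincubation and 15-min exchange, both room temperature. Measured by: FRET fluorescence dequenching, excitation 485 nm, emission 520 nm. Read-out: Fluorescence-based percent inhibition, control- and blank-normalised. Benchmarks: plate controls and plate blanks.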
FXIa inh – factor XIa (human) inhibition; purified FXIa, Boc-Glu-Ala-Arg-AMC fluorogenic substrate; 220,000 compounds, 0.14% hits; P03951; inhibition, % at 5 µM;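 active = inhibition of at least 40%; inactive = inhibition below 40%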;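 note: fluorescence of freed AMC excited at 355 nm; 0% = enzyme without compound and 100% = no enzyme blank; many of its hits are not listed in these tables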
Cl transport mod – modulates chloride dependent transport by human KCC2; KCC2 cells, thallium flux FluoZin-2 fluorescence; B-score of Tl+ flux slope (higher = more flux/activation; lower = inhibition) at 10 µM; 190,000 compounds, 2.2% hits;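 active = thallium flux slope and its plate-corrected score both differing from the plate sample mean at a set confidence after two filtering rounds, in either direction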;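 note: slope of fluorescence scaled to starting intensity during 10 to 20 s after thallium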
hK5 inh – blocks human kallikrein 5 protease activity; Q9Y337; recombinant hK5, fluorogenic AMC substrate cleavage; inhibition, % at 5 µM; 210,000 compounds, 0.59% hits;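 active = inhibition of 40% or more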;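 note: 0% = enzyme controls without compound and 100% = no-enzyme blanks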
FXIIa inh 1536 – blocks human coagulation factor XIIa protease activity | purified FXIIa, Boc-QGR-AMC fluorogenic substrate, 2 h | inhibition, % at 5 µM | 220,000 compounds, 0.3% hits; in the data active = inhibition above about 40%;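 note: 0% = enzyme with no compound and 100% = blank without enzyme; many of its hits are not listed in these tables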
TNF necrop inh – TNF-alpha cell death inhibition in Jurkat FADD-/- cells | Jurkat FADD-/- TNF necroptosis rescue, ATP luminescence, 24 h; 0 = TNF only, 100 = no-TNF cells | activation (protection from cell death), % at 10 µM | 220,000 compounds, 0.068% hits;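 active = activation, meaning protection from cell death, of at least 50% relative to plate controls; inactive = activation below 50%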;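 note: necroptosis triggered by 40 ng/mL TNF-alpha added together with compound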
Hck-Nef inh – human Hck-Nef kinase inhibition; Recombinant Hck-YEEI plus Nef, Z-Lyte FRET kinase assay; inhibition, % at 20 µM; P08631; 220,000 compounds, 0.68% hits;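 active = Hck-Nef kinase inhibition above about 50%, limit read from the data; inactive = inhibition below that limit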;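 note: 0% = DMSO with Hck plus Nef and 100% = Hck alone without Nef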
Target sequence (P08631 whole entry, looked up): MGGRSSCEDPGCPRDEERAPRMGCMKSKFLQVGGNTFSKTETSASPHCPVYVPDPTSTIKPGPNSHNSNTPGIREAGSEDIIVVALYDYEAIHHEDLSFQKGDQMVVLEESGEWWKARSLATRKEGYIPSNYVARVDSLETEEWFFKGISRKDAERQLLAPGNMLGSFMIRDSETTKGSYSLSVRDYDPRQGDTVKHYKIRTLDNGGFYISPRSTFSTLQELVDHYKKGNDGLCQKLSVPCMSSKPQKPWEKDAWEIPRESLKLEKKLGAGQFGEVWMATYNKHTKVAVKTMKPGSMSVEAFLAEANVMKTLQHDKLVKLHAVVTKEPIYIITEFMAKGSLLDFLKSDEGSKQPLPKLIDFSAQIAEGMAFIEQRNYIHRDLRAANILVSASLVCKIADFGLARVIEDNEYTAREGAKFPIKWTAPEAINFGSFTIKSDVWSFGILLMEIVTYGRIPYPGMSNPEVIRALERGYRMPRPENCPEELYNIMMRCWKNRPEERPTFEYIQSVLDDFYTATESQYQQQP
L929 necroptosis – L929 zVAD cell death inhibition. 220,000 compounds, 0.38% hits. viability rescue, % at 10 µM. L929 zVAD necroptosis rescue, ATP luminescence, 24 h; with zVAD 60 µM;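 active = activation, scaled between plate controls, above about 75%, limit read from the data; inactive = activation under that limit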;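 note: 0% = zVAD with DMSO and 100% = DMSO alone without zVAD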
Thrombin inh – thrombin (human) inhibition. alpha-thrombin, Boc-VPR-AMC fluorogenic substrate cleavage. 220,000 compounds, 0.26% hits. inhibition, % at 5 µM;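 active = inhibition at or above 40%; inactive = inhibition below 40%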;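 note: 0% = enzyme with no compound and 100% = wells without enzyme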
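Material: human alpha-thrombin enzyme / Medium: pH 7.5 Tris (50 mM) with NaCl 150 mM, Tween 20 0.05% / Compound: single-point dosing at 5 µM, 0.2% DMSO / Incubation: enzyme reaction carried out at room temperature / Detection: AMC fluorescence, 355/460 nm / Read-out basis: percent inhibition scaled between no-compound controls and no-enzyme blanks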
The depositor's hits bear a star; . = no result given. Some of the compounds tested, so the mix of outcomes need not match the whole.

SMILES	Rad51 HR inh	FXIa inh	Cl transport mod	hK5 inh	FXIIa inh 1536	TNF necrop inh	Hck-Nef inh	L929 necroptosis	Thrombin inh
CCn1cc(C(C)NC(=O)Nc2ccc3c(c2)OCO3)c(C)n1 (stereo unspecified)	6	-4	-0.34	-12	1	-0.1	-1	0.7	3
COc1ncnc2c1oc1nc(C(C)C)c3c(c12)CC(C)(C)OC3	1	-1	.	0	18	-0.8	2	1.2	-3
COc1ccc2c(c1)CCc1c(C(=O)Nc3c(C)nn(Cc4ccccc4)c3C)noc1-2	3	5	.	-8	24	-3.4	-2	-0.1	0
O=C(c1cc(-c2ccccn2)nc2c(Cl)cccc12)N1CCN(C(=O)C2CCCO2)CC1 (stereo unspecified)	-3	7	0.053	4	14	-0.3	-1	-0.2	0
O=C(NCc1ccccc1)c1ccc(OC2CSC2)cc1	0	-5	-1.4	7	8	0.8	-12	-1.0	-3
Cc1nc(C)c(C(=O)N/N=C/c2ccco2)s1	-2	-5	1.8	-4	.	0.3	-4	5.9	-8
Cc1ccc(S(=O)(=O)N2CCCCCC2)cc1[N+](=O)[O-]	6	-5	1	-21	-4	1.7	5	-0.3	-17
Cc1c(N2C(=O)/C(=C/c3cccc4ccccc34)SC2=S)c(=O)n(-c2ccccc2)n1C	10	.	-6.8*	.	.	-7.0	0	-0.2	.
COc1ccc(/C=N/NC(=S)Nc2ccccc2[N+](=O)[O-])cc1O	7	9	0.51	-14	16	-4.0	2	2.2	-6
CC(C)CNC(=O)Cn1c(=O)c2c(ncn2CC(C)C)n(Cc2ccccc2)c1=O	10	3	0.35	-12	5	0.8	21	0.8	-1
O=C(Nc1ccccc1C(=O)N1CCOCC1)C1CCC(=O)N1C1CCCC1 (stereo unspecified)	0	-4	-0.022	-1	1	-0.6	-8	-0.2	-9
O=C(NCc1ccccc1)C1C2C=CC3(CN(Cc4cccnc4)C(=O)C13)O2 (stereo unspecified)	2	6	1	-1	13	-1.6	4	0.2	4
CCC(=O)NC(Nc1sc2c(c1C(=O)OC)CCCC2)(C(F)(F)F)C(F)(F)F	-1	-2	0.82	5	14	0.0	0	0.2	-1
CCOc1ccccc1C(=O)N1CCC(n2nnc3cc(C)ccc32)CC1	3	1	1.2	17	14	-5.6	2	-0.2	4
O=C(CCC(=O)c1ccc(F)cc1)Nc1cccc(S(=O)(=O)Nc2cccc(Cl)c2)c1	-33	-6	-0.56	-15	-2	2.4	-2	1.2	-5
CCC(=O)Nc1cc(C(=O)NCC2CCCN2CC)c(OC)cc1N(C)C (stereo unspecified)	-1	-2	0.33	16	9	-9.4	-1	0.0	0
O=C(OC1CCOC1=O)c1ccc2ccccc2n1 (stereo unspecified)	4	-4	1	-10	12	-0.7	0	-0.2	5
O=c1cc(-c2ccccc2)nc2n1Cc1ccccc1-2	-5	-1	.	-15	15	-2.1	2	1.1	-11
O=C(CSc1nn(-c2ccc(F)cc2)c(=S)s1)NC(=O)NCc1ccco1	6	15	0.49	-12	24	-0.7	3	0.2	7
COc1ccccc1NC(=O)Nc1ccc(C(=O)N2CCCCC2)cc1	.	2	-0.67	2	6	-7.0	17	1.5	-8
O=C(CN1C(=O)c2ccccc2C1=O)NCc1ccccn1	.	0	-0.036	-7	-2	-0.1	4	1.4	0
CC1(C)CC(=O)C2=C(C1)Nc1[nH]n(-c3ccccc3)c(=O)c1C2c1ccc2c(c1)OCO2 (stereo unspecified)	-3	0	0.73	3	6	-2.7	6	-0.3	1
Cn1cnnc1SC(C(=O)c1ccccc1)c1ccccc1 (stereo unspecified)	8	3	.	1	17	-1.1	1	-0.2	-1
Cn1cccc1/C=N/NC(=O)c1cccc(OC(F)(F)C(F)F)c1	19	5	0.074	-11	7	0.4	2	0.7	-2

Compounds listed so far containing a Cl atom (2):
SMILES	Rad51 HR inh	FXIa inh	Cl transport mod	hK5 inh	FXIIa inh 1536	TNF necrop inh	Hck-Nef inh	L929 necroptosis	Thrombin inh
O=C(c1cc(-c2ccccn2)nc2c(Cl)cccc12)N1CCN(C(=O)C2CCCO2)CC1 (stereo unspecified)	-3	7	0.053	4	14	-0.3	-1	-0.2	0
O=C(CCC(=O)c1ccc(F)cc1)Nc1cccc(S(=O)(=O)Nc2cccc(Cl)c2)c1	-33	-6	-0.56	-15	-2	2.4	-2	1.2	-5

More results follow:
SMILES	Rad51 HR inh	FXIa inh	Cl transport mod	hK5 inh	FXIIa inh 1536	TNF necrop inh	Hck-Nef inh	L929 necroptosis	Thrombin inh
O=S(=O)(N/N=C/c1ccc(N2CCOCC2)cc1)c1ccccc1	4	-2	-0.16	-1	6	0.9	20	1.4	-2
COC(=O)C1Cc2c([nH]c3ccccc23)C(C)N1 (stereo unspecified)	-5	-4	.	-23	11	-0.2	1	1.1	-1
Cc1cccc(NCC(O)Cn2cnc3c2c(=O)n(C)c(=O)n3C)c1 (stereo unspecified)	2	7	0.86	5	18	-2.7	-1	0.0	7
CCOC(=O)C(C)Sc1nc(=O)n2cc(C)ccc2n1 (stereo unspecified)	-3	2	.	0	10	-0.4	22	-0.1	-6
CCn1c(=N)n(CC(=O)c2ccc(OC)cc2)c2ccccc21	4	4	0.02	2	16	-2.0	-1	0.0	4
CCOCc1nnc(NC(=O)c2cccs2)s1	2	-10	0.43	2	9	-1.1	-1	0.1	-3
Cc1cc(Cl)ccc1NC(=O)Nc1c(C)n(-c2ccccc2)c(=O)n1C	7	0	-0.068	-5	8	-0.4	2	-0.3	1
CC(C)(C)C1CCc2c(sc(NC(=O)c3cccs3)c2C(N)=O)C1 (stereo unspecified)	-2	7	0.57	-13	12	2.4	9	1.0	1
C/C(=N\NC(=O)CSc1nc(C)cc(C)n1)c1cccc([N+](=O)[O-])c1	-3	-10	1	9	4	0.7	0	0.8	-4
C/C(CC(=O)Nc1ccc(Cl)cc1Cl)=N\NC(N)=S	-2	2	1.3	-24	11	-6.3	-2	-0.4	-4
COC(=O)c1c(C(C)=O)c(C)n(C)c1C	0	-13	0.065	-1	2	0.7	3	0.4	-3
Cc1ccc(C)c(S(=O)(=O)N2CCN(CC(=O)Nc3ccc4c(c3)CCC4)CC2)c1	.	8	-0.16	-7	9	0.6	-69	4.1	-2

The last 6 compounds of the section before open the next one.
SMILES	Rad51 HR inh	FXIa inh	Cl transport mod	hK5 inh	FXIIa inh 1536	TNF necrop inh	Hck-Nef inh	L929 necroptosis	Thrombin inh
Cc1cc(Cl)ccc1NC(=O)Nc1c(C)n(-c2ccccc2)c(=O)n1C	7	0	-0.068	-5	8	-0.4	2	-0.3	1
CC(C)(C)C1CCc2c(sc(NC(=O)c3cccs3)c2C(N)=O)C1 (stereo unspecified)	-2	7	0.57	-13	12	2.4	9	1.0	1
C/C(=N\NC(=O)CSc1nc(C)cc(C)n1)c1cccc([N+](=O)[O-])c1	-3	-10	1	9	4	0.7	0	0.8	-4
C/C(CC(=O)Nc1ccc(Cl)cc1Cl)=N\NC(N)=S	-2	2	1.3	-24	11	-6.3	-2	-0.4	-4
COC(=O)c1c(C(C)=O)c(C)n(C)c1C	0	-13	0.065	-1	2	0.7	3	0.4	-3
Cc1ccc(C)c(S(=O)(=O)N2CCN(CC(=O)Nc3ccc4c(c3)CCC4)CC2)c1	.	8	-0.16	-7	9	0.6	-69	4.1	-2
O=C(CN(CC1CCCO1)C(=O)CNS(=O)(=O)c1ccc(Cl)cc1)NCCc1ccccc1 (stereo unspecified)	.	0	.	4	12	0.0	1	0.0	6
CCN1C(=O)S/C(=C/c2ccc(Oc3ccc([N+](=O)[O-])cn3)c(OC)c2)C1=O	-13	16	1.2	-14	-4	-1.4	0	0.1	4
Cc1ccc2nc(-c3ccc(NC(=O)CNC4CC4)cc3)sc2c1	.	-2	0.077	-2	4	8.8	18	2.3	-5
C=CCNC(=O)C1CC(=O)N(c2ccc(OCC(=O)Nc3ccc(C)cc3)cc2)C1 (stereo unspecified)	-1	-7	.	5	-5	0.1	6	1.0	-3
Nc1nn(-c2ccccc2)c(N)c1N=Nc1ccc2c(c1)OCO2	-36	23	.	-12	35	-0.9	11	2.6	6
COc1ccc(CCNC(=O)CSc2ccsc2[N+](=O)[O-])c(OC)c1	-16	0	0.44	-7	3	0.7	15	2.9	-2
COc1c(C)oc2cc(O)ccc2c1=O	.	-11	0.54	-32	-8	-0.3	4	-0.4	-8
CSCCC(=O)N1CCCC(CNC(=O)c2ccccc2Cl)C1 (stereo unspecified)	9	-2	1.3	2	9	0.8	25	1.7	17
O=C(NC1CC2CCCC(C1)N2C(=O)NCc1ccccc1)C1CC1 (stereo unspecified)	4	-6	-0.049	-9	9	2.1	-2	2.1	0
N=C1C(c2ccccc2)=C(O)CN1c1cccc(O)c1	-3	2	0.43	.	8	-1.4	11	-0.1	-2
Nc1cc(=O)[nH]c(SCC(=O)N2CCc3ccccc3C2)n1	-8	3	0.12	-2	19	-0.5	1	-0.5	3
CC(C)(C)NC(=O)Cn1c(SCC(=O)N2CCCCCC2)nc2ccccc21	-4	-9	-0.13	-15	2	-2.9	2	-0.2	-2
CN(C)c1ccc(P(=O)(OCc2ccccc2)C(O)c2ccccc2)cc1 (stereo unspecified)	-10	0	-1.2	-1	3	-1.7	19	0.6	-2
O=C1c2ccccc2C(=O)N1/N=C/c1ccc(O)c(O)c1	-10	3	0.63	-20	4	-1.7	4	0.6	-6
CCOP(=O)(c1ccccc1)C1(C#N)CCCC1 (stereo unspecified)	6	3	.	4	11	-0.8	-1	1.1	-1
Cc1noc(C)c1COC(=O)c1ccc2c(c1)S(=O)(=O)c1ccccc1C2=O	3	5	-1.2	-2	18	-4.8	1	-0.1	5
CCOc1cc(NS(=O)(=O)c2ccc(Cl)cc2)c(OCC)cc1NC(=O)CC(C)C	-1	5	.	-2	21	0.5	1	0.3	5
CC(C)NC(=O)C(=O)NCCN1CCN(S(=O)(=O)c2ccc(Cl)cc2)CC1	.	3	0.77	15	14	-0.2	0	1.3	1
CC(C)CCn1c(=S)[nH]c2ncccc2c1=O	.	3	51*	-11	21	-0.7	-1	-0.5	3
O=C(CN1C(=O)CSC1=O)Nc1ccc(C(=O)O)cc1	6	6	.	-12	8	-0.6	0	0.9	2
O=C(CCSCc1cccc(Cl)c1)NCCc1ccc(Cl)cc1	-7	-6	-0.95	-5	3	1.0	1	0.4	8
Clc1ccc2nc(N3CCN(c4ccccc4)CC3)sc2c1	3	8	-0.32	0	14	-0.6	0	1.6	0
O=C1NCCN(Cc2c(F)cccc2Cl)C1CC(=O)N1CCCCO1 (stereo unspecified)	-12	-2	0.083	-4	3	1.3	16	-1.2	-15
CC12CCC(c3n[nH]c(=S)nc31)C2(C)C (stereo unspecified)	.	1	-0.16	-5	13	-0.3	2	.	1
COC(=O)COc1ccc(C2NC(=O)NC(c3ccccc3)=C2C(C)=O)cc1OC (stereo unspecified)	1	1	0.73	-3	-6	-1.2	1	-0.1	-4
